Assay outcomes as filed in PubChem.
MIN6 prolif: induces beta-cell replication in MIN6 cells | actives 0.29% (n = 330,000) | MIN6 cells proliferation, ATPlite luminescence, 48 h; cells starved in 0.2% serum; 100% = growth in 10% serum | proliferation, % at 10 µM | AID 2380;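 active means compounds whose signal lies at least 3.5 SD above the mean of all wells on their plate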;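 further: 0% = DMSO-treated cells in low-serum medium and 100% = 10% serum control; some compounds called inactive have numbers as strong as hits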
A3G deaminase: APOBEC3G (human) deaminase inhibition; Q9HC16; recombinant A3G, ssDNA deamination FAM/TAMRA fluorescence; inhibition, % at 20 µM; actives 0.28% (n = 330,000); AID 493012;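 active means inhibition of at least 40% at 20 µM, with no more than 30% in the related APOBEC3A deaminase screen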;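 further: plate controls were DMSO wells with A3G for no effect and wells lacking A3G enzyme for full effect; some compounds called inactive have numbers as strong as hits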
mIAP activ: mouse IAP activation; muIAP, CDP-Star luminescence, 30 min; stronger effect = higher value; 1 = vehicle-only enzyme signal, 0 = enzyme-free wells; actives 0.24% (n = 330,000); activation factor at 10 µM; AID 2805;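 active means activation factor of at least 2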; further: the source names both 10 and 20 µM as test concentration; values of inactives mirror those of a sister screen read the other way
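also added = chemiluminescent substrate CDP-Star | test system = mouse IAP enzyme | signal = chemiluminescence readout | compound = DMSO-dissolved test compounds | incubation = 30 min at room temperature | benchmarks = DMSO wells, no-enzyme wells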
tim10-1 inh: inhibits growth of tim10-1 mutant yeast. S. cerevisiae tim10-1 ts strain growth, BacTiter-Glo, 24 h. inhibition, % at 20 µM. actives 2.2% (n = 330,000). AID 463190;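 active means inhibition of at least 40%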;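 further: mutant grown at 25 °C; 0% = DMSO wells with yeast and 100% = wells holding no yeast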
mIAP inh: mouse IAP inhibition. AID 2806. inhibition, % at 10 µM. purified mouse IAP, CDP-Star luminescence, 30 min. actives 0.2% (n = 330,000);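 active means inhibition of at least 40% at 10 µM in the primary screen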;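 further: plate controls were DMSO with enzyme for no effect and no enzyme wells for full effect; values of inactives mirror those of a sister screen read the other way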
NLRP3 yeast inh: blocks the NALP3 inflammasome reconstituted in yeast; Yeast reconstituted NLRP3/ASC/caspase-1, beta-gal luminescence, 24 h; inhibition, % at 10 µM; actives 0.39% (n = 330,000); AID 2825;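 active means inhibition of 50% or more; inactive means inhibition below 50%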;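 further: plate controls were induced DMSO wells for no effect and uninduced yeast grown without galactose for full effect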
hIAP block: human IAP inhibition; actives 0.12% (n = 330,000); purified IAP, CDP-Star luminescence, 30 min; AID 2544; P09923; inhibition, % at 10 µM;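 active means inhibition reaching a set limit with compound at 10 µM in the primary screen, cut at about 35% in these data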;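 further: plate controls were DMSO wells with enzyme for no effect and no-enzyme buffer wells for full effect; values of inactives mirror those of a sister screen read the other way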
Target sequence (P09923 whole entry, looked up): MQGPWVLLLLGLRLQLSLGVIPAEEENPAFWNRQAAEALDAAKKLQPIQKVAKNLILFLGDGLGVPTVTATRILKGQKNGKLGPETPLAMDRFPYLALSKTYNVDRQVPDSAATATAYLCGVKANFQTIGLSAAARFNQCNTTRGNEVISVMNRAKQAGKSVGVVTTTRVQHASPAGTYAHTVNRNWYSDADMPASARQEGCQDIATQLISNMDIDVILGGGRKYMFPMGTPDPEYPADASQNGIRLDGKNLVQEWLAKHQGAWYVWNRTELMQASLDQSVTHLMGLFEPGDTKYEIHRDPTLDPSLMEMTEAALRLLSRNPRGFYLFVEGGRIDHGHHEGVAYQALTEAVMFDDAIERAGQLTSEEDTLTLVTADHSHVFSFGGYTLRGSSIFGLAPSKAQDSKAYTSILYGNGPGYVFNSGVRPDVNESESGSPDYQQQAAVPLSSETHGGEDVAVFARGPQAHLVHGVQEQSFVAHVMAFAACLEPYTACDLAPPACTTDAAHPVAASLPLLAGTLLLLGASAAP
TIM10 inh: TIM10 yeast growth inhibition | S. cerevisiae TIM10 strain growth, BacTiter-Glo luminescence, 24 h | inhibition, % at 10 µM | actives 1.4% (n = 330,000);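 active means inhibition of 40% or more at the single tested concentration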;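 further: wild-type TIM10 isogenic control strain grown at permissive 25 °C; 0% = DMSO yeast wells and 100% = minimal medium wells without yeast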
APOBEC3A inh: inhibitors of human APOBEC3A DNA deaminase | P31941 | recombinant A3A, FAM/TAMRA ssDNA deamination fluorescence | inhibition, % at 20 µM | actives 0.41% (n = 330,000) | AID 493011;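 active means at least 40% inhibition at 20 µM here, with at most 30% in a related deaminase screen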;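 further: plate controls were A3A with DMSO for no effect and wells lacking A3A enzyme for full effect; some results filed as inactive read as strong as hits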
Target sequence (P31941 whole entry, looked up): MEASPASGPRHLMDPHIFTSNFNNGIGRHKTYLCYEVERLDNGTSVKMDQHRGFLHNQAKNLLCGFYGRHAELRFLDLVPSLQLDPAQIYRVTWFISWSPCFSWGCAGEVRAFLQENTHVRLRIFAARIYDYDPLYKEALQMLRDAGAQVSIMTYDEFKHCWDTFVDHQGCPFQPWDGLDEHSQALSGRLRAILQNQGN
Starred values were filed as active, the others as inactive.

SMILES	MIN6 prolif	A3G deaminase	mIAP activ	tim10-1 inh	mIAP inh	NLRP3 yeast inh	hIAP block	TIM10 inh	APOBEC3A inh
O=C(NNc1nc2c(F)cccc2s1)C1COc2ccccc2O1 (stereo not drawn)	0	-10	0.95	-11	5	8	-84	13	-3
COc1ccc(Cl)cc1NC(=O)CSc1nnc(CN2CCOCC2)n1-c1ccc(Cl)cc1	-1	-1	1	29	-2	21	7	31	4
COc1cc(/C=N\Nc2nc(-c3cccs3)c(NC(C)=O)s2)ccc1O	1	4	0.59	7	41*	-20	-8	16	4
C=C[C@H](CC(C)C)N(Cc1ccccc1)S(=O)(=O)N(Cc1ccccc1)[C@@H](C=C)CC(C)C	-6	-8	0.88	4	12	9	6	-11	-4
CCN(CC)S(=O)(=O)c1ccc(NC(=O)COC(=O)c2cnc(C)cn2)cc1	-1	-10	0.9	2	10	5	4	20	3
COC(=O)c1ccccc1NC(=O)c1cccc(NC(=O)c2ccc(Br)o2)c1C	1	-8	0.89	31	11	32	22	34	-2
CCCCc1ccc(NC(=S)NCCc2ccc(S(N)(=O)=O)cc2)cc1	-4	-5	1.5	14	-46	18	-3	17	-1
COc1ccc(OCc2nc(N)nc(Nc3ccccc3)n2)cc1	-1	-8	1	20	-5	21	4	9	-5
COc1ccccc1C(=O)C(O)c1ccccc1OC (stereo not drawn)	2	-5	1.1	8	-7	4	-18	4	-2
CC(=O)N1CCSc2ccc(S(=O)(=O)NCCc3ccc(C)cc3)cc21	-3	-3	1	17	-3	0	0	10	-5
CC(=O)NCCNC(=O)[C@H](Cc1ccccc1)NC(=O)c1cccs1	1	-5	1	13	-2	11	13	3	-1
CCOC(=O)C1=C(O)/C(=C/c2ccc(OCC(=O)O)c(OC)c2)SC1=Nc1ccc(OC)cc1	2	1	1.1	17	-9	15	6	2	-2
CCOc1ccc(N(CC(=O)NN=C2CCCC2)S(C)(=O)=O)cc1	0	0	1	1	-5	0	4	-21	0
O=C(CN1C(=O)S/C(=C\c2ccc(F)cc2)C1=O)NCCCn1ccnc1	-3	-5	0.94	11	6	-7	-21	8	-1
O=C(COC(=O)CCC(=O)c1ccc(F)cc1)NCc1ccccc1Cl	-2	5	1	10	-4	-1	-1	5	5
O=C(NCc1cccnc1)C(=O)NCC(c1ccco1)N1CCN(c2ccccc2)CC1 (stereo not drawn)	0	-4	1	15	-2	-1	-6	-14	0
Nc1nc(-c2ccc(F)cc2)cs1	-1	-2	1	-2	-2	13	2	1	3
O=C(NNC(=O)C1CCCC1)c1cc([N+](=O)[O-])cc([N+](=O)[O-])c1	-2	-5	1.1	1	-11	13	8	4	-4
COc1c(Cl)ccc(Cl)c1C(=O)NC(=O)Nc1nc(C)cc(C)n1	-1	-3	1	20	-3	7	2	-2	1
CCN(C(=O)c1c(C)noc1C)c1c(N)n(Cc2ccccc2)c(=O)[nH]c1=O	0	-7	0.94	-10	6	7	4	-3	-1
O=C(CSc1nc2ccccc2[nH]1)N/N=C/c1ccncc1	-1	3	0.81	-13	19	9	1	7	-2
Cn1cnnc1SCC(=O)Nc1ncc([N+](=O)[O-])s1	-1	39	0.59	-5	41*	11	-24	-2	44
Cn1c(CCN2CCCCC2)nc2cc(NC(=O)Nc3ccccc3)ccc21	1	-10	1.7	10	-72	-8	-7	-7	-4
Cc1cc(C(=O)NNC(=O)c2ccccc2O)c(C)o1	1	2	0.75	-9	25	17	-37	5	-2
CC1CC(C)CN(S(=O)(=O)CC23CCC(CC2=O)C3(C)C)C1 (stereo not drawn)	0	2	1.1	25	-7	-5	8	7	-5
COc1cc(C(=O)NCCNC(=O)C2CCCNC2=O)cc(OC)c1OC (stereo not drawn)	-3	-7	0.94	10	6	15	17	40*	-4
O=C(N=C1SC2CS(=O)(=O)CC2N1c1ccccc1)c1ccccc1 (stereo not drawn)	-4	0	0.99	-1	1	6	-7	-5	-1
O=C(O)c1cccc(-c2ccc(/C=N/Nc3nn[nH]n3)o2)c1	1	3	0.92	8	8	15	-7	-7	12
CCOn1c(=O)c(-c2ccc(F)cc2)[n+]([O-])c2ccccc21	0	0	1.1	28	-5	6	-7	7	0
COc1ccc(N2CCN(C(=O)CCc3nnc4ccc(N5CCC(C)CC5)nn34)CC2)cc1	1	-7	0.94	31	6	4	2	12	-6
CCCn1c(=N)c(S(=O)(=O)c2ccc(F)cc2)cc2c(=O)n3ccccc3nc21	17*	-7	0.92	34	8	24	1	-4	-6
O=C(NCc1ccccc1)c1c(O)c2cccc3c2n(c1=O)CCC3	1	-5	0.83	-16	17	-2	11	4	-12
CCOC(=O)C(C)n1cnc2c(nnn2-c2cccc(OC)c2)c1=O (stereo not drawn)	-1	-2	0.95	9	5	21	6	9	-1
Cn1c(CN2CCN(c3ccc(Cl)cc3)CC2)nc2ccccc21	-1	-6	0.91	33	9	22	20	31	-1
Cc1nc2ccccc2c(=O)n1/N=C/c1ccccc1O	5	-2	0.97	-8	3	10	1	20	-1
COc1ccccc1N1CCN(CC(=O)Nc2c(C)n[nH]c2C)CC1	0	2	0.95	4	5	2	-4	-20	-1
CC1Oc2ccccc2N(CC(=O)NCc2ccc3c(c2)OCO3)C1=O (stereo not drawn)	-1	-3	0.88	4	12	18	-2	4	1
COc1ccc2oc(C(=O)OCC(=O)N3CCN(S(=O)(=O)c4ccccc4)CC3)c(C)c2c1	-7	-5	0.95	-6	5	8	5	3	14
O=C(c1ccco1)N(Cc1ccco1)c1ccc(O)cc1	-2	-2	1	14	-1	15	-23	6	-13
O=C(N/N=C/c1coc2ccc(Cl)cc2c1=O)c1ccc(O)cc1	1	-9	0.91	49*	10	2	-21	31	-2
COC(=O)c1scc(S(=O)(=O)C(C)(C)C)c1-n1cccc1	-1	-3	0.97	-1	3	8	17	7	0
CC(C)NC(=O)[C@H](CSCc1ccccc1)N1Cc2ccccc2C1=O	1	-3	1	27	0	5	-1	10	0
O=[N+]([O-])c1cc(Cl)ccc1NCCNc1ncc(C(F)(F)F)cc1Cl	-3	-5	0.91	21	9	19	11	18	-1
CN(C(=O)Nc1cccc(C(F)(F)F)c1)C1CCCCC1	-2	2	1.1	-15	-9	1	-4	-13	5
CCOc1nc(C)ccc1-c1noc(-c2ccccc2OC)n1	0	-5	0.95	21	5	26	-8	14	0
CCOC(=O)/C(=N/Nc1ccc(Cl)cc1)S(=O)(=O)c1ccc(Cl)cc1	-2	0	1	10	-4	26	-11	-6	-5
Cc1cccc(-c2nnc3n2N=C(c2ccc(Br)cc2)CS3)c1	1	5	1.1	-2	-8	12	-3	-2	2
O=C(CC(=O)N/N=C\c1ccccc1)NCCc1ccccc1	-3	-5	0.94	-10	6	4	-5	-9	-6

Next part, overlapping the part above by four compounds.
SMILES	MIN6 prolif	A3G deaminase	mIAP activ	tim10-1 inh	mIAP inh	NLRP3 yeast inh	hIAP block	TIM10 inh	APOBEC3A inh
CCOc1nc(C)ccc1-c1noc(-c2ccccc2OC)n1	0	-5	0.95	21	5	26	-8	14	0
CCOC(=O)/C(=N/Nc1ccc(Cl)cc1)S(=O)(=O)c1ccc(Cl)cc1	-2	0	1	10	-4	26	-11	-6	-5
Cc1cccc(-c2nnc3n2N=C(c2ccc(Br)cc2)CS3)c1	1	5	1.1	-2	-8	12	-3	-2	2
O=C(CC(=O)N/N=C\c1ccccc1)NCCc1ccccc1	-3	-5	0.94	-10	6	4	-5	-9	-6
Cc1ccc(O)c(NC(=O)/C=C/C(=O)O)c1	-2	-9	0.91	9	10	11	17	20	-3
Cc1ccc(S(=O)(=O)N(CC(=O)NC2CC2)c2ccc(C)c(Cl)c2)cc1	1	-7	1	16	-1	-1	12	-1	-5
N#Cc1ccc(Oc2ccc(NC(=O)C3CC=CCC3C(=O)O)cc2)cc1 (stereo not drawn)	1	-15	0.97	-4	2	9	-2	-6	-5
CSc1ncccc1C(=O)NNc1cc(Cl)ccc1Cl	4	-5	0.92	5	8	12	5	-4	-1
O=C(C1CCCN(Cc2ccccc2F)C1)N1CCCCC1 (stereo not drawn)	0	-9	0.95	-12	5	13	-2	6	-3
O=C(COC(=O)c1ccccn1)NCCc1ccc(Cl)cc1	-4	-4	1	5	-4	-5	-5	1	-1
Cc1cc(/C=C2\SC(=S)N(Cc3ccco3)C2=O)c(C)n1-c1ccccc1	-4	-10	0.8	24	20	15	24	-5	0
CCSc1nnc(-c2cccnc2)n1Cc1ccco1	-4	-4	0.88	9	12	22	13	-4	0
COc1cc(Cl)ccc1S(=O)(=O)n1nc(C)cc1C	1	-3	1	-2	0	3	-3	6	-1
Cc1[nH]c2ccccc2c1C(=O)C(=O)NCCOc1ccccc1	2	3	1.1	20	-6	9	-3	1	4
N#CCCN(Cc1cccs1)C(=O)c1ccc(Cl)cc1	1	-2	1.2	12	-17	15	-20	-9	-1
Nn1c(SCc2cccc3ccccc23)nnc1-c1ccco1	0	-3	1	34	-2	18	-5	14	-3
O=C(CSc1nnc(-c2ccccc2F)o1)N1CCCC1	0	-6	0.95	-15	5	30	28	5	-2
CCOc1ccccc1NC(=O)NC1CCCCCCC1	3	-6	1.1	4	-8	16	-13	5	0
O=C(NN=C1CCCC1)c1ccccc1OCc1ccc(Cl)cc1	3	-1	1.1	26	-6	23	-7	15	1
CSc1nc2[nH]ncc2c(=O)n1-c1ccccc1	-1	0	0.89	12	11	7	-4	4	0
CCCCN(CCCC)S(=O)(=O)c1ccc(NS(=O)(=O)c2ccc(NC(C)=O)cc2)cc1	-3	-7	0.92	20	8	20	13	-2	-2
O=C(OCC#Cc1c(COC(=O)c2ccccc2)nnn1Cc1ccccc1)c1ccccc1	-4	-4	1	-22	-2	12	9	-1	0
Nc1nc(SCC(=O)Nc2cc(Cl)c(Cl)cc2Cl)n[nH]1	-4	8	0.79	2	21	5	-33	1	2
COc1cc(/C=N/NC(=O)CNC(=O)c2ccc3c(c2)OCCO3)ccc1O	-2	-2	1	20	-2	5	4	20	5
C[C@H]1CN([C@@H](C)CO)C(=O)c2cccc(NC(=O)c3cnccn3)c2O[C@@H]1CN(C)S(=O)(=O)c1ccc(F)cc1	1	11	0.89	-6	11	17	-4	0	0
Cc1ccc(S(=O)(=O)NC(=O)Nc2cc(C)ccc2F)cc1	-1	-8	1.1	9	-6	-2	0	-4	-6
Cc1nn(C)c(C)c1S(=O)(=O)N1CCC(CO)(CC2CCCCO2)CC1 (stereo not drawn)	0	-6	0.93	14	7	21	-8	4	1
CS(=O)(=O)c1ccc2c(c1)sc1nc(=O)c(/C=C3/C=CC(=O)C(O)=C3)c(N)n12	-1	5	0.25	20	75*	9	58*	7	14
CCCC(C)NC(=O)c1cc(S(=O)(=O)N2CCCCCC2)ccc1OC (stereo not drawn)	3	-5	0.85	8	15	11	2	-2	-2
Cc1ccc(/C=N/n2nnnc2N)o1	-3	-3	0.91	7	9	9	8	-3	1
COc1ccc(CN(CC(=O)NCc2ccc(F)cc2)C(=O)CCC(=O)Nc2nccs2)cc1	0	1	1.1	0	-8	8	-2	-12	0
C/C(=N\NC(=O)CSc1nc(C)[nH]c1[N+](=O)[O-])c1ccc(F)cc1	-2	-2	0.81	3	19	3	6	7	-2
CC(=O)c1ccccc1NC(=O)COC(=O)c1c(C)nn(-c2ccccc2)c1C	1	1	1.1	9	-6	19	-8	-12	4
